# Hsp70 displacement – Hsp70 inhibitors, probe displacement, primary screen, biochemical, fluorescence polarization (AID 583); Hsp70 fluorescence polarization probe displacement, mP; higher % means a stronger effect; displacement, % at 20 µM, or IC50 in µM where a hit was titrated; 0.06% of 140,000 active; in the data active = displacement above about 50%;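 also: plate controls were vehicle for no effect and reference ligand for full effect; a part of the inactive calls stands beside numbers as strong as those of hits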
# Rat MKP-3 inhibitors – MKP-3 phosphatase inhibitors, primary screen, biochemical, rat enzyme, in vitro (AID 425) | Dual specificity protein phosphatase 6 (Rattus norvegicus) | recombinant MKP-3 phosphatase activity, fluorescence; higher % means a stronger effect | inhibition, % at 20 µM; hits with a dose series show IC50 in µM | 0.17% of 110,000 active; in the data active = inhibition above about 50%;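 also: plate controls were vehicle for no effect and reference inhibitor for full effect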
# Starred values were filed as active, the others as inactive; . = not tested or not shown; & = joins results of further samples. The list is partial. The share of hits here may be higher or lower than overall.
SMILES,Hsp70 displacement,Rat MKP-3 inhibitors
CCCCCCNC(=O)c1ccc(F)cc1,-0.2%,1%
CCOCCCNC(=O)C(c1ccc(Cl)cc1)N1CCC2(CC1)OCCO2 (configuration not stated),2.9%,5%
CCC/C(O)=C1\C(=O)CCCC1=NCCCCCC(=O)O,-0.4%,.
CCCC1C(C(=O)OCC)=C(C)NC(C)=C1C(=O)OCC,-0.5%,-4%
CCc1ccccc1NC(=O)C1CC(=O)N(c2ccc(C)cc2)C1 (configuration not stated),.,3%
CCCCCCCCSc1nnc(-c2ccc(OC)cc2)o1,-6.6%,.
COc1ccc(-n2nnnc2SCC(=O)N2CCCC2)cc1OC,-1.9%,2%
Cc1ccc2[nH]c3c(c2c1)CC/C(=C/N(C)C)C3=O,-1.1%,14%
Nc1nnc(SCC(=O)Nc2ccc3nc(SCC(=O)Nc4ccccc4)sc3c2)s1,5.9%,4%
CCN(CC)C(=O)CSC(=Nc1ccccc1F)NC#N,7.6%,-2%
O=c1oc2ccccc2c(O)c1Cc1ccccc1,4.4%,-2%
Cc1ccc(OCC(O)Cn2c(=N)n(CCN3CCOCC3)c3ccccc32)cc1 (configuration not stated),-6.1%,-7%
COc1ccc2[nH]cc(CCNC=O)c2c1,3.0%,1%
O=C(CN(c1ccc(F)cc1)S(=O)(=O)c1ccccc1)N1CCOCC1,0.2%,4%
O=C(Nc1ccc2c(c1)OCO2)C1CCCN1C(=O)Nc1cccc(F)c1 (configuration not stated),-0.8%,-2%
O=C(CSc1nnnn1-c1ccccc1)N1c2ccccc2Sc2ccccc21,3.0%,-6%
C=CCn1c(=O)c2c(nc3n2CC(C)CN3c2cccc(OC)c2)n(C)c1=O (configuration not stated),5.4%,2%
Cc1ccc(S(=O)(=O)N2CCSC2C(=O)O)cc1 (configuration not stated),2.0%,.
Cc1oc(-c2ccc(Cl)cc2)nc1CN1CCC(C(=O)NCc2cccs2)CC1,-2.5%,.
NC(=O)c1c(NC(=O)/C=C/C(=O)O)sc2c1CCCC2,-0.5%,2%
O=C(O)c1ccccc1C(=O)N1CCN(c2cccc(Cl)c2)CC1,5.4%,-12%
COc1ccc(-c2ccc(-c3noc(C4CCCCC4)n3)c(OC)n2)cc1,-2.4%,-3%
CC1CC(C)CN(C(=O)c2cn(C)c3ccc(S(=O)(=O)N(C)C)cc3c2=O)C1 (configuration not stated),0.8%,-8%
COC(=O)c1ccc(C2/C(=C(/O)c3ccc(OC(C)C)cc3)C(=O)C(=O)N2c2cc(C)on2)cc1 (configuration not stated),0.3%,-8%
Cn1c(C(=O)N2CCN(c3ccccc3F)CC2)cc2c(=O)n(C)c3ccccc3c21,0.7%,-1%

# An excerpt from above in order of molar mass, ascending:
SMILES,Hsp70 displacement,Rat MKP-3 inhibitors
CCCCCCCCSc1nnc(-c2ccc(OC)cc2)o1,-6.6%,.
CCOCCCNC(=O)C(c1ccc(Cl)cc1)N1CCC2(CC1)OCCO2 (configuration not stated),2.9%,5%
O=C(CSc1nnnn1-c1ccccc1)N1c2ccccc2Sc2ccccc21,3.0%,-6%

# Going on with the list.
SMILES,Hsp70 displacement,Rat MKP-3 inhibitors
COc1ccc2cc(C(=O)NCc3ccco3)c(=Nc3ccc(C(=O)O)cc3)oc2c1,-0.7%,3%
CCOC(=O)c1cnn2c(C(F)(F)F)cc(-c3ccco3)nc12,1.8%&0.9%,-1%&2%
CN(C(=O)c1cnccn1)c1nnc(-c2cccnc2)s1,2.0%,-16%
CCOc1ccc2c(c1)C(C)CC(C)(C)N2C(=O)Nc1ccccc1 (configuration not stated),0.7%,3%
COc1ccc(CCNC(=O)c2ccc(OC)c(OC)c2)cc1,-2.0%,2%
Cc1cc(C)c2[nH]c(=O)c(C(c3nnnn3C(C)(C)C)N3CCN(C(=O)c4ccco4)CC3)cc2c1 (configuration not stated),0.3%,-11%
N#Cc1c(-c2ccco2)cc(-c2ccccc2)[nH]c1=S,1.9%,7%
CCS(=O)(=O)c1ccc2oc(Nc3ccc(C(C)C)cc3)nc2c1,-2.5%,.
COc1ccc(OC)c(NC(=O)C2C3CCC(C3)C2C(=O)O)c1 (configuration not stated),-4.9%,2%
COc1ccc(CNC(=O)CN(c2ccc(C)cc2)S(=O)(=O)c2ccc(SC)cc2)cc1,-3.3%,3%
Cc1cc(OC(=O)c2ccco2)c2c(C)cc(=O)oc2c1,-1.2%,.
Cn1c(=O)oc2cc(S(=O)(=O)N3CCCC(C(=O)Nc4ccc5c(c4)OCCO5)C3)ccc21 (configuration not stated),0.6%,-9%
CN(CC(=O)O/N=C(\N)c1ccc([N+](=O)[O-])cc1)S(=O)(=O)c1ccccc1,3.8%,.
O=C(NCCN1CCCC1)c1cc(-c2ccncc2)nc2ccc(S(=O)(=O)N3CCOCC3)cc12,3.2%,2%
C=CCN1C(=O)CSc2ccc(C(=O)OCC)cc21,-1.5%,-10%
NC(=O)SCC(=O)Nc1ccc(I)cc1,4.2%,3%
COc1ccc(OCCNC(=O)Nc2ccc(Br)cc2)cc1,1.5%,3%
Cn1c(=O)c2nnn(/N=C(\c3ccccc3)C3CC3)c2n(C)c1=O,-4.4%,1%
NS(=O)(=O)c1ccc(N2N=C(/C=C/c3ccc(F)cc3)CC2c2ccc(F)cc2)cc1 (configuration not stated),2.0%,8%
CCN(CC)c1ccc(NC(=O)C2CCC(C)(C(=O)O)C2(C)C)cc1 (configuration not stated),-0.4%,0%
CCC(C)[C@H](NC(=O)NCc1ccccc1)C(=O)O (some centres not stated),2.4%,-13%
Cn1c(NCc2ccco2)nc2c1c(=O)n(Cc1ccc(Cl)c(Cl)c1)c(=O)n2C,-2.7%,-1%
CC(OC(=O)C1CC=CCC1C(N)=O)C(Cl)=C(Cl)Cl (configuration not stated),-0.5%,-16%
C=CCNC(=O)CN(c1cccc(Cl)c1)S(=O)(=O)c1ccccc1,-1.7%,2%
CSCCC(C(=O)O)N1C(=O)/C(=C/c2ccccc2Cl)SC1=S (configuration not stated),2.1%,1%

# New compounds follow
SMILES,Hsp70 displacement,Rat MKP-3 inhibitors
Cc1cc(C)n2nc(SCc3cc(=O)oc4cc(C)c(C)cc34)nc2n1,-1.2%,.
O=C(c1ccccc1)n1ccc2ccccc21,1.7%,-14%
Cc1ccc(C(=O)OCC(=O)N2CCc3ccccc32)cc1,11%,.
CCCC(=O)Nc1cc(-c2cn3cccnc3n2)ccc1OC,0.7%,6%
O=C(CCCC(=O)OCC(F)(F)C(F)F)Nc1ccc(Br)cc1,2.8%,-1%
CCc1ccc2oc(C(=O)NCc3ccncc3)c(C)c2c1,7.5%,.
CC12CN3CC(C)(CN(C1)C3c1ccccc1Cl)C2O (configuration not stated),2.1%,-8%
c1csc(C(c2nnnn2C2CCCC2)N2CCCC3(CCCCC3)C2)c1 (configuration not stated),-2.8%,.
CCc1c(C(=O)NCCc2ccc(OC)c(OC)c2)[nH]c(C)c1C(C)=O,3.5%,-2%
CCN1C(=O)CC(N2CCN(c3ccc(C(=O)c4ccccc4)cc3)CC2)C1=O (configuration not stated),-6.1%,2%
Cc1ccc(NC(=O)/C=C/c2ccco2)cc1C,-2.0%,4%
COc1ccc(-c2cc3c(=O)n(CC(=O)NC4CCN(Cc5ccccc5)CC4)ncn3n2)cc1,1.4%,-7%
CC1(C)N=C(c2cccc(F)c2)C(=O)N1,1.1%,-2%
CN1CCN(c2ccc([N+](=O)[O-])cc2C(=O)Nc2ccc(Cl)c(Cl)c2)CC1,-1.9%,3%
O=C1C=CC(=O)N1c1ccc(OC(F)F)cc1,2.1%,2%
CC(C)(C)c1ccc(S(=O)(=O)N2CCC(c3nc4ccc(Cl)cc4[nH]3)CC2)cc1,-3.2%,.
CCCn1c(=S)[nH]c2cc(C(=O)N3CCN(c4ccccc4OC)CC3)ccc2c1=O,-2.4%,.
Clc1ccc(-n2cnnn2)cc1,-1.3%,-1%
Cc1ccccc1Nc1nc(-c2cc3cc(Br)ccc3oc2=O)cs1,-0.1%,2%
CSc1ccc(/C=C(/NC(=O)c2ccccc2)C(=O)NCCCO)cc1,1.2%,-4%
O=C1CC(c2ccc3c(c2)OCO3)c2cc3c(cc2N1)OCO3 (configuration not stated),.,-5%
COC(=O)c1cc(NC(=O)c2ccc(Cn3cc(Cl)cn3)o2)cc(C(=O)OC)c1,-0.3%,2%
O=C1C2=C(C(c3ccccc3)=NCCN2)C(c2ccc(F)cc2)N1c1ccccc1 (configuration not stated),2.4%,-4%
O=C1c2ccc([N+](=O)[O-])cc2C(=O)N1c1cccnc1,-1.1%,2%
COC(=O)CN1C(=O)C(O)(CC(=O)c2cccc(Br)c2)c2ccccc21 (configuration not stated),-7.0%,-4%

# The results go on.
SMILES,Hsp70 displacement,Rat MKP-3 inhibitors
COc1ccc(/C=C2\C(=O)NC(=O)N(c3ccc(Br)cc3)C2=O)cc1[N+](=O)[O-],3.1%,0%
COc1ccc(Oc2nc3c(c(=O)n(C)c(=O)n3C)n2Cc2ccccc2)cc1,4.4%,.
CC(C)(C)C(O)Cn1c(=N)n(Cc2ccccc2)c2ccccc21 (configuration not stated),-2.3%,4%
COc1ccccc1NC(=O)c1sc(N)c(C(=O)OC(C)C)c1C,-1.2%,3%
COc1ccccc1NC(=O)C(=O)NCc1cccnc1,5.1%,0%
Cc1cc(C)nc(SCc2nnc(SCC(=O)Nc3ccccc3C)n2Cc2ccco2)n1,1.7%,-6%
CC(=O)Nc1ccc(NS(=O)(=O)c2cc(C)ccc2C)cc1,0.3%,0%
CCCC(=O)c1ccc(N2CCN(C(=O)c3ccccc3)CC2)c(F)c1,-3.4%&-6.6%,-3%&3%
Cc1cc2nc(-c3ccc(NC(=O)c4cccnc4)cc3O)oc2cc1C,-6.1%,3%
COc1ccc(CNC(=O)c2nn3c(c2Cl)NC(c2ccco2)CC3C(F)(F)F)cc1 (configuration not stated),-1.6%,-1%
COc1cccc(C2C=C(c3cccs3)Nc3ncnn32)c1OC (configuration not stated),6.1%,3%
COc1ccc(S(=O)(=O)N(C)C2CCS(=O)(=O)C2)cc1OC (configuration not stated),-3.1%,-4%
Cc1ccc(C2CC(C(F)(F)F)n3nc(C(=O)Nc4cc(C(F)(F)F)ccc4Cl)cc3N2)cc1 (configuration not stated),1.2%,5%
Cc1cccc(OCC(O)Cn2c(NCc3cccnc3)nc3c2c(=O)[nH]c(=O)n3C)c1 (configuration not stated),-1.1%,2%
CCN(CC)CCNC(=O)C(C)c1nn(CC)c(=O)c2ccccc12 (configuration not stated),3.3%,.
Cc1ccc(S(=O)(=O)NNc2nc3ccccc3nc2C(F)(F)F)cc1,-3.4%,.
O=C(CCS(=O)(=O)c1cccc2nsnc12)N1CCN(C(=O)c2ccco2)CC1,6.3%,-1%
CCOC(=O)c1c(NC(C)=O)sc2c1CCc1ccccc1-2,-5.5%,-4%
Cc1ccc2c(c1)C(=O)C(=O)N2CC(=O)OC(C)C,7.6%,.
COc1cc2c(O)c3c(c(-c4ccc5c(c4)OCO5)c2cc1OC)C(=O)OC3,4.0%,-4%
CN(C)S(=O)(=O)Nc1ccc(Br)cc1F,0.3%,-10%
CC(C)c1ccc(NC2=NS(=O)(=O)c3ccccc32)cc1,0.9%,2%
CCOC(=O)c1c(NC(=O)CSc2nnc(CNc3ccc(Cl)cc3)o2)sc(C)c1C,4.7%,.
CCN(Cc1ccccc1)C(c1ccccn1)c1nnnn1C1CCCCC1 (configuration not stated),-7.0%,.
C=C(C)CSc1nnc2nc(C)cc(C)n12,-3.4%,2%

# Next records:
SMILES,Hsp70 displacement,Rat MKP-3 inhibitors
CCCCCn1c(SCCCC)nc2c1c(=O)[nH]c(=O)n2C,-4.5%,1%
c1ccc(CN2CCN(CCN3CCn4c3nc3ccccc34)CC2)cc1,-0.5%,-1%
Cc1ccc2nc(SCCC#N)nc(C)c2c1,-3.3%,-16%
Cc1ccc(SCc2cc(=O)[nH]c(N3CCOCC3)n2)cc1,-0.5%,9%
C=CCn1c(SCn2nnc3ccccc3c2=O)nnc1-c1ccc(Br)cc1,7.0%,-4%
CCn1c(=O)c(C(=O)Nc2cccc(O)c2)c(O)c2ccccc21,2.1%,-1%
COc1cc2nc(-c3ccc(Br)o3)oc(=O)c2cc1OC,1.6%,-16%
c1cnc(NC2CCCCCC2)nc1,1.2%,.

# In the list so far, these contain a Cl atom.
SMILES,Hsp70 displacement,Rat MKP-3 inhibitors
CCOCCCNC(=O)C(c1ccc(Cl)cc1)N1CCC2(CC1)OCCO2 (configuration not stated),2.9%,5%
Cc1oc(-c2ccc(Cl)cc2)nc1CN1CCC(C(=O)NCc2cccs2)CC1,-2.5%,.
O=C(O)c1ccccc1C(=O)N1CCN(c2cccc(Cl)c2)CC1,5.4%,-12%
Cn1c(NCc2ccco2)nc2c1c(=O)n(Cc1ccc(Cl)c(Cl)c1)c(=O)n2C,-2.7%,-1%
CC(OC(=O)C1CC=CCC1C(N)=O)C(Cl)=C(Cl)Cl (configuration not stated),-0.5%,-16%
C=CCNC(=O)CN(c1cccc(Cl)c1)S(=O)(=O)c1ccccc1,-1.7%,2%
CSCCC(C(=O)O)N1C(=O)/C(=C/c2ccccc2Cl)SC1=S (configuration not stated),2.1%,1%
CC12CN3CC(C)(CN(C1)C3c1ccccc1Cl)C2O (configuration not stated),2.1%,-8%
CN1CCN(c2ccc([N+](=O)[O-])cc2C(=O)Nc2ccc(Cl)c(Cl)c2)CC1,-1.9%,3%
CC(C)(C)c1ccc(S(=O)(=O)N2CCC(c3nc4ccc(Cl)cc4[nH]3)CC2)cc1,-3.2%,.
Clc1ccc(-n2cnnn2)cc1,-1.3%,-1%
COC(=O)c1cc(NC(=O)c2ccc(Cn3cc(Cl)cn3)o2)cc(C(=O)OC)c1,-0.3%,2%
COc1ccc(CNC(=O)c2nn3c(c2Cl)NC(c2ccco2)CC3C(F)(F)F)cc1 (configuration not stated),-1.6%,-1%
Cc1ccc(C2CC(C(F)(F)F)n3nc(C(=O)Nc4cc(C(F)(F)F)ccc4Cl)cc3N2)cc1 (configuration not stated),1.2%,5%
CCOC(=O)c1c(NC(=O)CSc2nnc(CNc3ccc(Cl)cc3)o2)sc(C)c1C,4.7%,.

# Screens from PubChem BioAssay.
